NPSR antagonist – neuropeptide S receptor (human) antagonism, cAMP | Q6W5P4 | CHO-NPSR cells, cAMP TR-FRET, antagonist mode | Potency, µM (series often up to 38.3 µM), for the others: top-dose activity change, negative = inhibition, usual class: inhibitors | actives 1% (n = 220,000) | AID 1461; also: % is scaled to controls: 0 for no effect and ±100 for the full control effect; nearly all actives have a fitted effect of over 50% in size; many of its hits are not listed in these tables
Target sequence (Q6W5P4 whole entry, looked up): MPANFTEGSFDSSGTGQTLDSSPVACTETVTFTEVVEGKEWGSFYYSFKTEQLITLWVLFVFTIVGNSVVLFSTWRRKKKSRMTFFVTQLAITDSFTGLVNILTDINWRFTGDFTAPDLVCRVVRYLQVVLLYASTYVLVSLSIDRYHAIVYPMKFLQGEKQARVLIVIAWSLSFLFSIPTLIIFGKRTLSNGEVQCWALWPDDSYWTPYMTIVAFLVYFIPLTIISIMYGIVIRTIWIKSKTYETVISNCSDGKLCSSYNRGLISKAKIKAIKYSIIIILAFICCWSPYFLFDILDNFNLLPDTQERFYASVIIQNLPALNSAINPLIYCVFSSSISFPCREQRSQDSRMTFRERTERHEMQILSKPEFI
Luc counter – Kinase-Glo luciferase inhibition (counter-screen) | Q27757 | Kinase-Glo luciferase, ATP luminescence, 8 min | Potency, µM (top dose mostly 38.3 µM), for inactives: at the top dose activity change, negative = inhibition, usual class: inhibitors | actives 0.28% (n = 200,000) | AID 1379; also: % is scaled to controls: 0 for no effect and ±100 for the full control effect; nearly all actives have a fitted effect of over 60% in size
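Compounds were added to a substrate mix at pH 7.2 (50 mM imidazole, 10 uM ATP, within the enzyme's linear range), followed by Kinase-Glo detection reagent; luminescence was measured after 8 minutes at ambient temperature.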
Epigenetic reg – regulators of epigenetic silencing causing reporter derepression in mouse cells; murine LDR cells, GFP reporter derepression, 30 h; Potency, µM (highest dose often 53.9 µM), without a hit: at the top dose GFP activation, most hits filed as activators; actives 0.2% (n = 280,000); AID 1865; also: % of control where 0% means no effect; nearly all actives have a fitted effect of over 60% in size
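Murine LDR cells carrying a silenced, genomically integrated CMV-driven GFP reporter were exposed to compound for 30 hours at 37 C. After PBS washes, GFP-positive cells (20–120 um objects) were counted by laser-scanning microplate cytometry.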
IMPase Li inh – membrane-permeable IMPase blocker, potentiated with lithium. CHO-M1 cells, IP1 TR-FRET (IP-One), carbachol + lithium. Potency, µM (series often up to 59.4 µM), without a hit: top-dose activity, negative = IMPase inhibition, most hits filed as inhibitors. actives 0.35% (n = 210,000). AID 1457;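 also: IP1 builds up when IMPase is blocked and the TR-FRET signal falls; plate controls were basal vehicle for no effect and high inhibitor control for full effect; nearly all actives have a fitted effect of over 50% in size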
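Readout is a homogeneous TR-FRET IP1 immunoassay (Ex 320, Em 665 and 620), where raised cytosolic IP1 lowers signal. Cells were CHO-M1 treated 30 min at 37C with test compounds plus a little lithium; AC50 values came from Hill-equation fitting.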
SMN2 splice up – enhancers of SMN2 splice variant expression; HEK293 SMN2-luciferase splicing reporter, luminescence, 30-36 h; actives 2.8% (n = 210,000); Potency, µM (titrated, usually from 46.1 µM), without a hit: at the top dose activity change, positive = activation, hits mostly activators; also: % of control where 0% means no effect; nearly all actives have a fitted effect of over 55% in size
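qHTS luciferase splicing reporter: luminescence rises when SMN2 exon 7 is included in transfected HEK293 cells. Compound exposure lasted 30-36 h at 37C, with 4.5 mM final sodium butyrate as control, followed by a ONE-Glo read.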
RECQ1 helicase – RECQ1 (human) helicase inhibition. actives 0.54% (n = 240,000). RECQ1 DNA unwinding, red fluorescence kinetic read. P46063. Potency, µM (highest dose often 57.3 µM), for the others: at the highest dose activity, negative = inhibition, usual class: inhibitors;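 also: plate controls were vehicle for no effect and no enzyme for full effect; nearly all actives have a fitted effect of over 30% in size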
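50 nM RECQ1T1 preincubated 15 min with compound in Tris pH 8.0 buffer with MgCl2, DTT, Tween-20 and 2.5 ug/ml poly(dI-dC); started with 200 nM TAMRA/BHQ-2 forked duplex and 2 mM ATP. Unwinding read as fluorescence (525/598 nm), two reads 2 h apart.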
KDM4E inh – inhibitors of human JMJD2E histone demethylase. B2RXH2. JMJD2E catalytic domain, FDH-coupled NADH fluorescence (FDH is formaldehyde dehydrogenase). Potency, µM (titrated, usually from 57.1 µM), for the others: at the top dose activity change, negative = inhibition, most hits filed as inhibitors. actives 1.6% (n = 230,000). AID 2147; active = well fitted inhibition curve with a large enough effect, not every such curve was filed as active; inconclusive = small, poorly fitted or top-dose-only effect, or another doubt; inactive = no such curve, though single readings can be large or run the other way;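 also: 0% = wells with enzyme and -100% = buffer wells without enzyme; nearly all actives have a fitted effect of over 50% in size; many of its hits are not listed in these tables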
Target sequence (B2RXH2 1-337 limits assumed): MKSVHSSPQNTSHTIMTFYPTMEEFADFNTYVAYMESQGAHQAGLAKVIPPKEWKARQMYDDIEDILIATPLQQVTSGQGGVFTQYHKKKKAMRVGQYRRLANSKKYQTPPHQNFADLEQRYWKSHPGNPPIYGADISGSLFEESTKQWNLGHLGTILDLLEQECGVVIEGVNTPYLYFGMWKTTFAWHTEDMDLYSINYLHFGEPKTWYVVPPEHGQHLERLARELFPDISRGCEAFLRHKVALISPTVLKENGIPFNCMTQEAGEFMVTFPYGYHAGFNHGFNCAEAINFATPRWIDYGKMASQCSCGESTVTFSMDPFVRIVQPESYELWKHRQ
GoLoco inh red – RGS12 GoLoco-Gai1 interaction inhibition | Gai1:RGS12 GoLoco peptide FP, rhodamine, 10 min | actives 0.44% (n = 230,000) | Potency, µM (top dose mostly 61.6 µM), for inactives: at the top dose activity, negative = inhibition, usual class: inhibitors | AID 880 | P63096; active = well fitted inhibition curve with a large enough effect, not every such curve was filed as active; inactive = no such curve, though single readings can be large or run the other way; also: % is scaled to controls: 0 for no effect and ±100 for the full control effect; nearly all actives have a fitted effect of over 30% in size; many of its hits are not listed in these tables
Target sequence (P63096 whole entry, looked up): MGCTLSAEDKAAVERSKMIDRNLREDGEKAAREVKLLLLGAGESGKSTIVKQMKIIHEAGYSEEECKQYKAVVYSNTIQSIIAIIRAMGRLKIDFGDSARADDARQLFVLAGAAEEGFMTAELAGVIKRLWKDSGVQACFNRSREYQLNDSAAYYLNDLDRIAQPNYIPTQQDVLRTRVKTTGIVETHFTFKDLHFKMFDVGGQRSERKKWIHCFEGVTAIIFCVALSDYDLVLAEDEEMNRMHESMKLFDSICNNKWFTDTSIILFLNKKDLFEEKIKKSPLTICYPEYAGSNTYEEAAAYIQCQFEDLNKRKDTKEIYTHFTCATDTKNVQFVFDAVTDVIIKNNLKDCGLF
An asterisk follows results filed as active; i = inactive; ? = inconclusive; . = not tested or not shown; [ ] = another dose, or the depositor's remark. Unless noted, calls follow the shape of the dose curve; as a rule, active = well fitted curve in the direction sought with a large enough effect; inconclusive = small, poorly fitted or top-dose-only effect, or another doubt; inactive = no such curve, though single readings can be large; an effect the other way counts as inactive or inconclusive. Potency is read from the fitted curve at half-maximal effect. These rows are one share of the data; the hit share may differ from the screen's.

Below each compound: NPSR antagonist	Luc counter	Epigenetic reg	IMPase Li inh	SMN2 splice up	RECQ1 helicase	KDM4E inh	GoLoco inh red
CCc1nc2c(oc3ccccc32)c(=O)[nH]1
 : -2%[46.1 µM]	-10%	-0.9%	-4%[38.3 µM]	6%	-8%	-1%	54%[activator]
Cc1ccc(-c2nc3ccccc3c(=O)n2NC(=O)COc2ccccc2)cc1
 : 7%	-1%	0.9%	6%	-14%	0%	5%	3%
CC(=O)C1=C(O)C(=O)N(c2ccc(S(N)(=O)=O)cc2)C1c1cccc([N+](=O)[O-])c1 (stereo unspecified)
 : -20%	.	-1.3%	.	.	-5%	0%	-7%
CCCC1Cc2c(sc(N)c2C#N)CO1 (stereo unspecified)
 : -13%	0%	-0.8%[10.1 µM]	?	-1%	-2%	-3%	24%
COc1ccc(C)cc1S(=O)(=O)N1CCC(C(=O)NCCc2ccccc2)CC1
 : 6%	1%	-0.3%	6%	10%	-11%	10%	10%
Cc1cccc(-n2ccnc2CN2CCN(C3CCCC3)C(CCO)C2)c1 (stereo unspecified)
 : 3%	.	2.5%	11%	.	i	-2%	5%
COC(=O)C1=C(C)Nc2nnnn2C1c1cccs1 (stereo unspecified)
 : -6%[46.1 µM]	0%	0.0%	31%[38.3 µM]	13%	-2%	3%	2%
Cc1ccc(C(C)C)c(OCC(=O)NNC2=CC(=O)CC(C)(C)C2)c1
 : 1%	.	0.1%	.	.	-2%	-1%	8%
COC(=O)CSc1nnc(CNC(=O)c2ccc(S(=O)(=O)N3CCOCC3)cc2)n1C
 : 7%	4%	7.8%	-2%	-27%	-3%	-2%	-3%
COC(=O)c1[nH]c2cc(C)ccc2c1NC(=O)CN1CCCc2ccccc21
 : ?	-1%	-0.1%	15%[38.3 µM]	10%	-9%	-14%	15%
COc1ccccc1Nc1nnc(SCC(=O)N2CCCC2)s1
 : 10%[46.1 µM]	?	-13%	0%[38.3 µM]	18%	-2%	-5%	9%
C[N+]1(Cc2ccccc2)CCC(C(=O)OCC2CCCC2)CC1 (stereo unspecified)
 : .	.	0.0%	23%	-10%	13%	.	5%
CC(=O)N/N=C/c1cc(C(C)(C)C)cc(/C=N/NC(C)=O)c1O
 : -7%	-5%	3.8%	5%	-46%[inhibitor]	-4%	22µM*	14%
Cc1ccc(NCC(=O)N/N=C/c2cc3ccccc3nc2Cl)cc1
 : -12%[46.1 µM]	-7%	1.9%	9%[38.3 µM]	-6%	-7%	-11%	5%
O=C(/C=C/c1cccc([N+](=O)[O-])c1)NCc1ccco1
 : 15%	-1%	-0.1%	4%	-4%	-19%	2%	2%
CN(C(=O)c1ccco1)c1nnc(C23CC4CC(CC(C4)C2)C3)s1
 : -52%	4%	-1.0%	22%	16µM*	-3%	0%	-2%
O=C(c1c(Cl)cccc1Cl)N1CCCCCC1
 : 1%[46.1 µM]	-4%	-1.5%	8%[38.3 µM]	-17%	13%	-3%	3%
CC1(C)CC(=O)C=C(NC2CCCCCC2)C1
 : -22%[46.1 µM]	9%	1.5%	-12%[38.3 µM]	0%	i	2%	1%
COc1ccc(-c2nc(N)n(C(=O)Cc3ccccc3)n2)cc1
 : -4%[46.1 µM]	-2%	2.2%	27%[38.3 µM]	-5%	i	10%	8%
COc1ccc(C2C=C(C)Nc3nc4ccccc4n32)cc1 (stereo unspecified)
 : -17%	-1%	-4.7%	2%	?	i	?	8%

Additional records follow:
Below each compound: NPSR antagonist	Luc counter	Epigenetic reg	IMPase Li inh	SMN2 splice up	RECQ1 helicase	KDM4E inh	GoLoco inh red
COc1cccc(CNc2cccc3cccnc23)c1O
 : 22%[46.1 µM]	-3%	0.0%	74%[activator][38.3 µM]	0%	-6%	-2%	-19%
Cc1nnc(SCc2nc(N)nc(Nc3ccccc3)n2)s1
 : 4%[46.1 µM]	-7%	-0.7%	-10%[38.3 µM]	25%	-2%	-1%	-7%
COc1ccc(C(C)=O)cc1CSc1nnc(-c2ccc(Cl)cc2)n1-c1ccccc1
 : ?	-6%	-0.9%	13%[38.3 µM]	-26%	-7%	-4%	6%
Cc1ccc(/C(N)=N/OC(=O)c2cccc(Cn3cc(C(F)(F)F)ccc3=O)c2)cc1
 : ?	.	2.1%	.	.	i	1%	8%
Cc1cc(C)n(CC(=O)c2ccc(Br)cc2)c(=O)c1C#N
 : ?	3%	-1.5%	-2%[38.3 µM]	-26%	-8%	6%	5%
Cn1c(SCc2ccc(C#N)cc2)nnc1-c1ccccc1
 : 0%[46.1 µM]	2%	-0.7%	1%[38.3 µM]	-18%	5%	-2%	0%
Cc1cc(C)n(-c2nnc(C)n2NS(C)(=O)=O)n1
 : 0%[46.1 µM]	-2%	0.0%	5%	4%	-4%	3%	2%
O=C(CC1SC(=O)N(Cc2ccccc2Cl)C1=O)Nc1nccs1 (stereo unspecified)
 : -4%	.	-0.4%	.	.	-3%	-3%	1%
Cc1ccc(CN2C(=O)CCC2C(=O)NCC2CCCO2)cc1 (stereo unspecified)
 : -2%[46.1 µM]	1%	-0.8%	10%[38.3 µM]	-3%	-2%	-1%	4%
COc1ccccc1N1CCN(C(=O)CCn2c(=O)[nH]c3ccsc3c2=O)CC1
 : ?	-7%	-1.1%	-5%[38.3 µM]	-5%	2%	8%	6%
O=C(c1cccn2c(=O)c3cc(Cl)ccc3nc12)N1CCN(Cc2ccc3c(c2)OCO3)CC1
 : -21%[46.1 µM]	1%	-1.1%	7%	-1%	-9%	?	5%
COc1ccccc1N1CCN(C(=O)/C=C/c2c(Cl)nc3ccccn23)CC1
 : 1%	-3%	-2.2%	34%[activator]	-27%	1%	-25%	1%
CC1CCN(C(=O)CSc2nnc(-c3ccncc3)n2C)CC1
 : -23%[46.1 µM]	-5%	0.0%	12%	-38%[inhibitor]	11%	9%	-4%
CCOC(=O)c1cc(COc2cc(Cl)cc(Cl)c2)on1
 : 8%	.	1.0%	.	.	-12%	1%	0%
C/C(N)=C(/C#N)C(=O)CSc1nnc(Cc2ccccc2F)n1N
 : 2%[46.1 µM]	0%	0.0%	22%[38.3 µM]	29%	i	12%	4%
CCOC(OCC)P(=O)(C(C)C)C(C)C
 : 5%[46.1 µM]	-1%	-1.2%	19%[38.3 µM]	26%	-6%	-3%	10%
COc1ccc(-c2[nH]ncc2/C=N/NC(=O)c2cccc([N+](=O)[O-])c2)cc1OC
 : 10%	-2%	1.0%	19%	.	0%	-6%	9%
O=C(c1cccc(F)c1)N1CCC[C@@]2(CCN(Cc3nccs3)C2)C1
 : .	-2%	.	-1%	-12%	-10%	.	3%
CC(C)CNS(=O)(=O)c1ccc(OCC(=O)Nc2ccc(F)cc2F)cc1
 : -12%[46.1 µM]	-2%	-2.0%	2%	-9%	-11%	0%	-10%
CC(=O)Nc1ccc(S(=O)(=O)NCc2csc(C)n2)cc1
 : 9%	4%	3.1%	3%	-12%	0%	-3%	-3%

Other entries follow.
Below each compound: NPSR antagonist	Luc counter	Epigenetic reg	IMPase Li inh	SMN2 splice up	RECQ1 helicase	KDM4E inh	GoLoco inh red
CCC(Sc1nc2ccsc2c(=O)n1-c1ccc(Cl)c(C)c1)C(=O)NCc1ccco1 (stereo unspecified)
 : -48%	1%	0.9%	14%	4%	-5%	-4%	9%
O=C(CCN1C(=O)c2ccccc2C1=O)C1=NN[C@@H]2C(=O)N(c3cccc(F)c3)C(=O)[C@H]12
 : 16%	3%	0.0%	-6%	-9%	-7%	2%	3%
Cc1ccc(CCNC(=O)C23CN(Cc4ccccc4)CC2C(c2ccc([N+](=O)[O-])cc2)=NO3)cc1 (stereo unspecified)
 : ?	-2%	-3.2%	23%[38.3 µM]	-35%[inhibitor]	-11%	0%	-15%
CCN(CC)CCCn1c(C)cc2c(c1=O)C(c1ccc(OC)c(OC)c1OC)C(C#N)=C(N)O2 (stereo unspecified)
 : -20%[46.1 µM]	2%	-0.8%	4%[38.3 µM]	4%	-6%	-23%	26%
COc1cccc(NC(=O)CSc2nnc(-c3ccc(C)cc3)o2)c1
 : -5%[46.1 µM]	1%	1.9%	?	16µM*	8%	?	0%
Cc1cccc(N2CCN(C(=O)Cn3cccc3C(=O)c3ccccc3)CC2)c1C
 : -18%[46.1 µM]	-6%	-1.1%	-5%[38.3 µM]	-25%	-9%	6%	-4%
CCOC(=O)CC(=O)CSc1ccc2nnc(-c3ccc(F)cc3)n2n1
 : 0%[46.1 µM]	1%	0.0%	9%[38.3 µM]	-14%	-15%	?	5%
Cc1ccc(S(=O)(=O)CC(=O)c2ccc3c(c2)OCCO3)cc1
 : 3%[7.67 µM]	.	-1.4%	.	.	-3%	-7%	4%
Cc1cc[n+](-c2nc3ccccc3nc2C(=C=[N-])C#N)cc1
 : -11%[46.1 µM]	.	-1.0%	.	.	-8%	3%	.
O=C(Nc1ccccc1)c1ccc(-c2ccccc2Cl)o1
 : -13%	-3%	-1.9%	-13%	?	?	-3%	8%
CN(C)CCNC(=O)CNC(=S)N(Cc1ccccc1)Cc1cccnc1
 : 27%	2%	-1.0%	-2%	-8%	-4%	5%	3%
O=S(=O)(c1cccc(-c2n[nH]c(=S)o2)c1)N1CCOCC1
 : -35%	.	1.0%	.	.	-1%	-4%	-8%
Cc1nc2ccc(NC(=O)c3ccc(F)c(S(=O)(=O)N4CCOCC4)c3)cc2s1
 : -28%[46.1 µM]	5%	-2.2%	-8%[38.3 µM]	-47%[inhibitor]	2%	1%	20%
CCOC(=O)C1(Cc2ccc(OC)cc2)CCN(C(=O)CN2CCOC2=O)CC1
 : -13%	-2%	1.1%	6%	.	-6%	1%	1%
O=C1Nc2ccccc2/C1=N\N=C\c1ccc(O)c(O)c1
 : 54%	.	-1.3%	.	.	-17%	7.9µM*	13%
CCC1CCCCN1C(=O)CSc1nnc(-c2cccc(Cl)c2)o1 (stereo unspecified)
 : -19%[46.1 µM]	4%	0.0%	30%[38.3 µM]	?	i	6%	3%
Cn1c(=O)c2c(nc(N3CCN(Cc4ccccc4)CC3)n2CCCc2ccccc2)n(C)c1=O
 : ?	4%	-0.1%	19%[38.3 µM]	-35%[inhibitor]	-11%	-15%	-3%

Screening data: PubChem, National Center for Advancing Translational Sciences (NCATS)
